Bioassay records: PubChem BioAssay, National Center for Advancing Translational Sciences (NCATS)
PKM2 activator = activators of human pyruvate kinase M2; P14618; purified PKM2, Kinase-Glo ATP luminescence, activation; response scale: 0% is enzyme alone, no compound; Potency, µM (titrated, usually from 57.5 µM), without a hit: at the top dose activation, hits mostly activators; 260,000 compounds, 0.34% hits; note: potency is the fitted concentration of half-maximal effect; % is set by controls: 0 for no effect and ±100 for the full control effect; nearly all actives have a fitted effect of over 55% in size
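ATP formation by purified human PK-M2, quantified via coupled luciferase luminescence after 1 h at room temperature with 0.1 mM ADP and 0.5 mM PEP final.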
Menin MLL FP TR = menin-MLL binding inhibition, Texas Red mutant peptide. O00255. Menin + Texas Red MLL mutant peptide, fluorescence polarization. Potency, µM (doses to about 61.6 µM), for inactives: at the top dose FP activity change, negative = inhibition, hits mostly inhibitors. 270,000 compounds, 0.23% hits. AID 1768; active = well fitted inhibition curve with a large enough effect in the polarisation, with a control signal flat, not every such curve was filed as active; inconclusive = small, poorly fitted or top-dose-only effect, or effect the other way, or a change in a side signal; inactive = no such curve, though single readings can be large or run the other way; the % refers to the polarisation; note: potency is the fitted concentration of half-maximal effect; % of control where 0% means no effect; many of its hits are not listed in these tables
USP2a inh = blocks human ubiquitin-specific protease USP2a | 330,000 compounds, 0.01% hits | Potency, µM (highest dose often 38.3 µM), for the others: at the highest dose activity change, negative = inhibition, hits mostly inhibitors | USP2 core, Ub-CHOP2 coupled fluorogenic reporter, 485/531 | AID 463254;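 note: potency is the fitted concentration of half-maximal effect; plate controls were DMSO wells for no effect and full inhibition by NEM control for full effect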
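Cell-free coupled assay: 10nM USP2 core preincubated 30min RT with compound in Tris-HCl pH 8.0/CaCl2/CHAPS buffer, then 25nM Ub-CHOP2 and 25nM reporter substrate; fluorescence (Ex 485/Em 531) read after 60min RT, normalized to NEM inhibition, concentration-response curves fitted.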
Mito fusion yeast = inhibitors of mitochondrial division or activators of mitochondrial fusion | Potency, µM (top dose mostly 46.1 µM), without a hit: at the top dose growth rescue (activation), most hits filed as activators | AID 485298 | 320,000 compounds, 0.23% hits | S. cerevisiae fusion-defective mutant growth rescue, CellTiterGlo 48 h;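 note: potency is the fitted concentration of half-maximal effect; % of control where 0% means no effect; nearly all actives have a fitted effect of over 45% in size; temperature-sensitive fusion mutants such as fzo1-1 at 37 °C on non-fermentable ethanol glycerol medium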
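S. cerevisiae fusion-defective temperature-sensitive mutants (e.g. fzo1-1, mgm1-5) grown 48 h at 37C in YPEG (ethanol/glycerol non-fermentable) medium with 23 nl compound per well; growth rescue read as CellTiterGlo luminescence.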
MBNL1-CUG inh = inhibitors of human MBNL1 binding to CUG repeat RNA; Q9NR56; TR-FRET MBNL1-His/biotin-(CUG)12 binding, 665/545 ratio; Potency, µM (doses to about 57.5 µM), for the others: at the top dose activity change, negative = inhibition, hits mostly inhibitors; AID 2675; 280,000 compounds, 0.036% hits; active = well fitted inhibition curve with a large enough effect in the signal ratio, with a control signal flat, not every such curve was filed as active; inconclusive = small, poorly fitted or top-dose-only effect, or effect the other way, or a change in a side signal; inactive = no such curve, though single readings can be large or run the other way; the % refers to the signal ratio; note: potency is the fitted concentration of half-maximal effect; % is set by controls: 0 for no effect and ±100 for the full control effect
Target sequence (Q9NR56 whole entry, looked up): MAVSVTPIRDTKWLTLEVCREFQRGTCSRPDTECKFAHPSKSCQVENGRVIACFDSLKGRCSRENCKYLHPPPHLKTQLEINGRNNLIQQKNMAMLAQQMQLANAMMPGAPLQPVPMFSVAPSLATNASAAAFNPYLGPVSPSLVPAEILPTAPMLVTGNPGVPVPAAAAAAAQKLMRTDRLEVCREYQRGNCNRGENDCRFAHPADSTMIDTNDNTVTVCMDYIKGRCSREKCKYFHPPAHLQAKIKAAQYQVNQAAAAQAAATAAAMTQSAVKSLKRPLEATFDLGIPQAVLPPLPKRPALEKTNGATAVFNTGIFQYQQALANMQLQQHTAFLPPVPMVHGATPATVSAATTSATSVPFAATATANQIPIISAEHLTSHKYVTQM
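TR-FRET readout: Ex 340 nm, 665/545 nm emission ratio, normalized to buffer-only (basal) and MBNL1-(CUG)12 controls. Complex of MBNL1-His with Biotin-(CUG)12, compounds 92 nM–58 uM, incubated 60 min at room temperature.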
Eya2 phos inh = blocks the phosphatase activity of human Eya2 | O00167 | recombinant Eya2, OMFP fluorescence dephosphorylation (OMFP is methylfluorescein phosphate) | Potency, µM (highest dose often 76.9 µM), for the others: at the highest dose activity, negative = inhibition, actives largely listed as inhibitors | 330,000 compounds, 0.006% hits | AID 488837; note: potency is the fitted concentration of half-maximal effect; % is set by controls: 0 for no effect and ±100 for the full control effect
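Eya2 protein (added as 0.2 uM solution) was preincubated with compound for 10 min at ambient temperature in 50 mM HEPES pH 7.5, 50 mM NaCl, 5 uM MgCl2, 0.05% BSA, 1 mM DTT. OMFP (added at 50 uM) then reacted 10 min; fluorescence read at 485/525 nm.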
TSHR antag = human thyrotropin receptor antagonism; 330,000 compounds, 0.2% hits; AID 504810; P16473; activity change, negative = inhibition, % at 11.5 µM; TSHR-expressing cells, TSH-stimulated cAMP HTRF, 2 h; hits give low values;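 active = activity change below a set negative limit, meaning inhibition stronger than a set level, cut at about -70% in these data; inconclusive = activity change between two set negative limits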; note: % is set by controls: 0 for no effect and ±100 for the full control effect
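Freshly harvested TSHR cells receive pin-tooled compound, then EC80 TSH at 4nM final. After 2 hours at 37 deg C, antibody in lysis buffer and cAMP-d2 are added; 30 minutes at ambient temperature precede the HTRF read.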
BCR signal inh = chronic active BCR signaling inhibition; AID 493014; Potency, µM (highest dose often 46.1 µM), for inactives: at the highest dose ratio change, negative = lower green/red ratio, hits mostly inhibitors; 340,000 compounds, 0.05% hits; ABC-DLBCL IkBa-CBG/CBR reporter, luminescence ratio, 4 h; active = well fitted inhibition curve with a large enough effect in the signal ratio, with a control signal flat, not every such curve was filed as active; inconclusive = small, poorly fitted or top-dose-only effect, or effect the other way, or a change in a side signal; the % refers to the signal ratio;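 note: potency is the fitted concentration of half-maximal effect; plate controls were basal doxycycline-induced cells for no effect and cells given 10 µM MG132 for full effect; MG132 reads +100%, hits lower the ratio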
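TMD8 ABC-DLBCL cells carrying doxycycline-inducible green luciferase fused to IkappaBalpha plus unfused red luciferase were exposed to compounds (up to 46 uM) for 4 hrs at 37C. Activity came from the overlap-corrected green/red luminescence ratio.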
GALK inh = blocks human galactokinase activity; P51570; Purified GALK, Kinase-Glo residual ATP luminescence; Potency, µM (doses to about 57.5 µM), inactives show at the highest dose activity change, negative = inhibition, hits mostly inhibitors; 270,000 compounds, 0.007% hits; AID 1868; note: potency is the fitted concentration of half-maximal effect; % is set by controls: 0 for no effect and ±100 for the full control effect
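Galactose (100 uM) and ATP (35 uM) were turned over by 5 nM GALK for 1 h at RT. Kinase-Glo Plus then converted the remaining ATP into a luminescent signal.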
KCNH2 WT inh = blocks the wildtype human KCNH2 potassium channel | activity change, % at 1.84 µM | U2OS, BacMam KCNH2, thallium flux FluxOr; hits give low values | 340,000 compounds, 0.37% hits;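 active = maximum activity change below -70%; inconclusive = maximum activity change between -70% and -50%; inactive = maximum activity change above -50%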; note: % is set by controls: 0 for no effect and ±100 for the full control effect
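U2OS cells were transduced with wild-type KCNH2 virus (2.03 x 10^8 / mL) for 4 h at room temperature, then cultured overnight at 37 C. Thallium flux was read with FluxOr dye. Rate constants were normalized to DMSO controls.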
ASM inhibitor = inhibitors of human secretory acid sphingomyelinase; Potency, µM (titrated, usually from 57.5 µM), inactives show at the highest dose activity change, negative = inhibition, usual class: inhibitors; 340,000 compounds, 0.006% hits; placental ASM, HMU-PC fluorogenic substrate, 60 min; P17405; AID 504937; note: potency is the fitted concentration of half-maximal effect
Target sequence (P17405 47-631 limits assumed): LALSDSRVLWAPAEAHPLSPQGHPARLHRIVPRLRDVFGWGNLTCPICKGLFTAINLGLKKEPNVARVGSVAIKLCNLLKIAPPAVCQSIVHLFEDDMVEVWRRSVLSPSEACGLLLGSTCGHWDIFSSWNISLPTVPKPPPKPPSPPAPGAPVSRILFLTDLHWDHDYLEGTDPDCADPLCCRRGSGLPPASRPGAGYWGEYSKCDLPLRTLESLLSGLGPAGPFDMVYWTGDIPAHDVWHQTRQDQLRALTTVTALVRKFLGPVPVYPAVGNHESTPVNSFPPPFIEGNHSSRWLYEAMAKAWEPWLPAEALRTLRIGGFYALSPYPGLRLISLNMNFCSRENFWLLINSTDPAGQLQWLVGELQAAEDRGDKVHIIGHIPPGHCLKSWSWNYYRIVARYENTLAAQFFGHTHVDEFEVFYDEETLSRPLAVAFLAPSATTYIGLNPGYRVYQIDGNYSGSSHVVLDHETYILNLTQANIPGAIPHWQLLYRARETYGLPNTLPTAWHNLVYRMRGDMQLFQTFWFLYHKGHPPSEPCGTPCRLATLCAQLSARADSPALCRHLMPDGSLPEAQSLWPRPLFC
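Human placenta-derived ASM enzyme was preincubated with compound for 10 minutes at room temperature, then given fluorogenic substrate HMU-PC0 (9 uM final) for 60 minutes at 37 °C; a pH 10 stop preceded fluorescence reading at Ex 386/Em 447 nm.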
Active calls of the source: *; [ ] = dose if it differs, or a comment. Unless noted, calls come from the whole dose curve; as a rule, active = well fitted curve in the direction sought with a large enough effect; inconclusive = small, poorly fitted or top-dose-only effect, or another doubt; inactive = no such curve, though single readings can be large; an effect the other way counts as inactive or inconclusive. The list is partial. The share of hits here may be higher or lower than overall.

Cc1c(S(=O)(=O)c2ccccn2)c(N)n(Cc2ccccc2)c1C was read as PKM2 activator 3%, USP2a inh 7%, Mito fusion yeast 1%, MBNL1-CUG inh 0%, Eya2 phos inh 0%, TSHR antag -7, BCR signal inh -3%, GALK inh 3%, KCNH2 WT inh 7 and ASM inhibitor 8%.
`CCOC(=O)N1CCC(N(CCOC)C(=O)Nc2ccc(C)c(C)c2)CC1` gave PKM2 activator -6%, Menin MLL FP TR -6%, USP2a inh -1%, Mito fusion yeast -4%, MBNL1-CUG inh 0%, Eya2 phos inh -11%, TSHR antag 4, BCR signal inh 9%, GALK inh 2%, KCNH2 WT inh 2 and ASM inhibitor 3%.
For COc1ccc(S(=O)(=O)N(CC(=O)N2CCOCC2)c2cc(Cl)ccc2OC)cc1OC the results were PKM2 activator -2%, Menin MLL FP TR 6%, USP2a inh 4%, Mito fusion yeast 5%, MBNL1-CUG inh -6%, Eya2 phos inh 7%, TSHR antag 18, BCR signal inh inconclusive, GALK inh -2%, KCNH2 WT inh 6 and ASM inhibitor 6%.
O=C(Cn1nc(-c2cccs2)ccc1=O)Nc1ccc(Br)cc1 was read as Menin MLL FP TR inconclusive, USP2a inh inconclusive, Mito fusion yeast -1%, MBNL1-CUG inh 20%, Eya2 phos inh -2%, TSHR antag -20, BCR signal inh 2%, GALK inh -2%, KCNH2 WT inh -7 and ASM inhibitor -16%.
For CC(=O)N1c2ccc(S(=O)(=O)NCC3CCC(C(=O)N4CCCCC4)CC3)cc2CC1C (configuration not stated) the results were PKM2 activator 0%, Menin MLL FP TR 1%, USP2a inh 1%, Mito fusion yeast 4%, MBNL1-CUG inh 3%, Eya2 phos inh -17%, TSHR antag -4, BCR signal inh -1%, GALK inh -2%, KCNH2 WT inh -5 and ASM inhibitor 1%.
`CSc1nc2ccc(NC(=O)C3=NN(c4ccccc4)C(=O)CC3)cc2s1` gave PKM2 activator 10%, Menin MLL FP TR 116%[activator], USP2a inh -11%, Mito fusion yeast 25%, MBNL1-CUG inh 3%, Eya2 phos inh 14%, TSHR antag -2, BCR signal inh 4%, GALK inh 9%, KCNH2 WT inh -7 and ASM inhibitor -10%.
O=C(c1cc2ccccc2o1)N(Cc1nnc(-c2ccccc2Cl)o1)C1CC1 was read as USP2a inh 0%, Mito fusion yeast 27%, Eya2 phos inh 10%, TSHR antag -15, BCR signal inh inconclusive, KCNH2 WT inh -4 and ASM inhibitor -2%.
For O=C1CS/C(=N\N=C\c2ccccc2Cl)N1CC1CC1 the results were PKM2 activator 4%, USP2a inh 2%, Mito fusion yeast 4%, MBNL1-CUG inh -6%, Eya2 phos inh 6%, TSHR antag -5, BCR signal inh 2%, GALK inh -2%, KCNH2 WT inh 3 and ASM inhibitor -9%.
CCc1ccc(NCc2ccc(OC)c(Cn3ccnc3)c2)cc1 was read as Menin MLL FP TR inconclusive, USP2a inh 0%, Mito fusion yeast -4%, MBNL1-CUG inh -9%, Eya2 phos inh -10%, TSHR antag -1, BCR signal inh inconclusive, GALK inh -4%, KCNH2 WT inh 0 and ASM inhibitor -1%.
`N#C/C(=C/c1cc(Br)cs1)C(=O)NCC1CCCO1` (configuration not stated) gave PKM2 activator -7%, Menin MLL FP TR 1%, USP2a inh 0%, Mito fusion yeast -1%, MBNL1-CUG inh 11%, Eya2 phos inh 7%, TSHR antag 14, BCR signal inh 10%, GALK inh -4%, KCNH2 WT inh -4 and ASM inhibitor 1%.
COc1ccc(C)cc1NC(=O)c1ccc(OCc2c(C)noc2C)cc1 was read as USP2a inh -7%, Eya2 phos inh -19%, TSHR antag 5, BCR signal inh inconclusive, KCNH2 WT inh 2 and ASM inhibitor -4%.
`Cc1ccc(NC(=O)c2ccccc2NC(=O)c2cccs2)cc1` gave PKM2 activator -1%, Menin MLL FP TR 27%, USP2a inh -1%, Mito fusion yeast -4%, MBNL1-CUG inh 12%, Eya2 phos inh 3%, TSHR antag -13, BCR signal inh -14%, GALK inh 9%, KCNH2 WT inh -10 and ASM inhibitor -25%.
`Cc1ccc(CN(C)CC(=O)Nc2cccc([N+](=O)[O-])c2)o1` gave PKM2 activator 1%, Menin MLL FP TR 2%, USP2a inh 0%, Mito fusion yeast 2%, Eya2 phos inh -20%, TSHR antag -6, BCR signal inh 1%, GALK inh 1%, KCNH2 WT inh -21 and ASM inhibitor -2%.
`O=S(=O)(Nc1cccc(-c2ccc3nncn3n2)c1)c1cccc(F)c1` gave USP2a inh 0%, Mito fusion yeast 4%, Eya2 phos inh 28%, TSHR antag -4, BCR signal inh inconclusive, KCNH2 WT inh -7 and ASM inhibitor -1%.
Screening Cc1nn(Cc2ccccc2Cl)c(C)c1NC(=O)c1nc2ncccn2n1 returned PKM2 activator 2%, Menin MLL FP TR inconclusive, USP2a inh 1%, Mito fusion yeast -5%, MBNL1-CUG inh -2%, Eya2 phos inh 2%, TSHR antag 11, BCR signal inh 3%, GALK inh 0%, KCNH2 WT inh 4 and ASM inhibitor 3%.
`O=C(NC1CCCCC1)c1cccnc1C(=O)O` gave PKM2 activator -17%, Menin MLL FP TR -15%, USP2a inh -2%, Mito fusion yeast 3%, MBNL1-CUG inh -4%, Eya2 phos inh -10%, TSHR antag 24, BCR signal inh 11%, GALK inh 5%, KCNH2 WT inh -4 and ASM inhibitor 6%.
CC(=O)c1ccc(OCc2cccc(C(F)(F)F)c2)cc1O was read as PKM2 activator 7%, Menin MLL FP TR 22%, USP2a inh 0%, Mito fusion yeast -2%, MBNL1-CUG inh 10%, Eya2 phos inh -6%, TSHR antag -11, BCR signal inh 15%, GALK inh 0%, KCNH2 WT inh 3 and ASM inhibitor -5%.
For O=C(CCC(=O)N1CCOc2ccc(Cl)cc21)NCCCN1CCN(c2ccccc2F)CC1 the results were PKM2 activator 3%, Menin MLL FP TR -9%, USP2a inh -8%, Mito fusion yeast -2%, MBNL1-CUG inh -2%, Eya2 phos inh 12%, TSHR antag 0, BCR signal inh 0%, KCNH2 WT inh 30 and ASM inhibitor 0%.
`N[C@@H](Cc1ccccc1)C(=O)N1CCC(C(=O)NCC(=O)Nc2ccc(F)cc2)CC1` gave USP2a inh 0%, Mito fusion yeast 3%, MBNL1-CUG inh 1%, Eya2 phos inh 0%, TSHR antag -35, BCR signal inh inconclusive, GALK inh -7%, KCNH2 WT inh -18 and ASM inhibitor -2%.
`C/C(Cc1ccccc1)=N\NC(=O)CNC(=O)c1ccc(C(C)(C)C)cc1` gave PKM2 activator 10%, Menin MLL FP TR inconclusive, USP2a inh 1%, Mito fusion yeast -8%, MBNL1-CUG inh -5%, Eya2 phos inh 1%, TSHR antag 0, BCR signal inh 1%, GALK inh 0%, KCNH2 WT inh -2 and ASM inhibitor -2%.
Cc1ccccc1C(=O)N1CCC(C(=O)NC2CCCCC2)CC1 was read as Menin MLL FP TR -2%, USP2a inh 0%, Mito fusion yeast 3%, MBNL1-CUG inh -4%, Eya2 phos inh -17%, TSHR antag 32, BCR signal inh 7%, GALK inh 5%, KCNH2 WT inh -11 and ASM inhibitor 1%.
For Nc1nc(-c2ccc3c(c2)CCCC3)cs1 the results were PKM2 activator -9%, Menin MLL FP TR 33%[activator], USP2a inh -5%, Mito fusion yeast -14%, MBNL1-CUG inh 6%, Eya2 phos inh -17%, TSHR antag -5, BCR signal inh inconclusive, GALK inh 3%, KCNH2 WT inh inconclusive and ASM inhibitor -1%.
Screening O=C(c1ccco1)N1CCN(C(c2ccc(F)cc2)c2nnnn2CC2CCCO2)CC1 (configuration not stated) returned PKM2 activator -6%, Menin MLL FP TR -7%, USP2a inh -2%, Mito fusion yeast 1%, MBNL1-CUG inh -7%, Eya2 phos inh -5%, TSHR antag 11, BCR signal inh 6%, GALK inh 4%, KCNH2 WT inh 4 and ASM inhibitor 0%.
Screening O=C(CCC(=O)N1CCN(S(=O)(=O)c2ccccc2)CC1)c1cccs1 returned PKM2 activator inconclusive, Menin MLL FP TR -1%, USP2a inh 2%, Mito fusion yeast 4%, MBNL1-CUG inh -1%, Eya2 phos inh 0%, TSHR antag 4, BCR signal inh 6%, GALK inh 1%, KCNH2 WT inh 0 and ASM inhibitor 2%.
CSc1sc(C(=O)NN)c2c1C1(CCC2)SCCS1 was read as PKM2 activator inconclusive, USP2a inh -1%, Mito fusion yeast -2%, MBNL1-CUG inh 18%, Eya2 phos inh inconclusive, TSHR antag -1, BCR signal inh -29%, KCNH2 WT inh 3 and ASM inhibitor -1%.
